From PubChem BioAssay
Glyco luc inh = blocks N-linked glycosylation in D54 reporter cells; D54 ERlucT glycosylation luciferase reporter, 24 h; percent of 100 nM tunicamycin response; hit rate 0.23% among 360,000; reporter increase, % at 12.5 µM;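 active = mean luciferase reporter signal, scaled so untreated is 0 and the glycosylation-blocking control 100, at or above a set limit in every replicate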;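 note: luciferase carries N-glycosylation sites so blocking glycosylation raises the light; 0% = median of neutral control wells and 100% = median of 100 nM tunicamycin wells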
MC4R barr agon = activates human MC4R beta-arrestin recruitment | U2OS MC4R beta-arrestin complementation, luminescence; percent of melanotan II response, DMSO zero | activation, % at 8.9 µM | AID 540308 | hit rate 0.98% among 360,000 | P32245;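 active = activation above a per-plate cutoff, the mean activation of sample wells on that plate plus 3 SD, cut at about 8% in these data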
Target sequence (P32245 whole entry, looked up): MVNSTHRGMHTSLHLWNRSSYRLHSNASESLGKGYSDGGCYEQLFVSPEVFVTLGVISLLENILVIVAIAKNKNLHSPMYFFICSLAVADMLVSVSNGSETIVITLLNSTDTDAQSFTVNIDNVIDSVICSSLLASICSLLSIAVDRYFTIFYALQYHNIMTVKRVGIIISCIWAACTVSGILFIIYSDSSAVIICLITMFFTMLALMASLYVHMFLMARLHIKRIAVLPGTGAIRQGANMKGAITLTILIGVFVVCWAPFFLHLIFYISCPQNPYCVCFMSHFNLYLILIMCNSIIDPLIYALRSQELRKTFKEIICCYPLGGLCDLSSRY
PDI turbidity = inhibitors of human protein disulfide isomerase; P07237; PDI insulin aggregation turbidity, A650, 90 min; inhibition, % at 10 µM; hit rate 0.052% among 350,000; AID 588391;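 active = mean inhibition across replicates of 30% or more, whatever share of single replicates reach that level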;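 note: absorbance from insulin aggregation driven by PDI reduction with DTT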
MC4R antagonist = antagonists of human melanocortin 4 receptor (MC4R). inhibition, % at 6.5 µM. P32245. MC4R-expressing cells, MTII-stimulated cAMP, LANCE TR-FRET. hit rate 0.48% among 360,000;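 active = inhibition above its plate's cutoff, the mean of tested wells on that plate plus 3 SD, cut at about 29% in these data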;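 note: 0% = Melanotan II alone and 100% = Melanotan II plus saturating MCL0020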
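System: U2OS-MC4R stable cell line; Technique: Eu-cAMP/anti-cAMP TR-FRET, emission 671 nm; Repeats: single well per compound; Also added: Melanotan II; Dosing: one concentration, 6.5 µM nominal; Schedule: 30-min compound, 1-h challenge, 1-h detection, room temperature.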
ABCB6 inh 2 = human ABCB6 transporter inhibition; Q9NP58; K562-ABCB6 porphyrin accumulation, flow cytometry, 1 h; hits give low values; fluorescence ratio to DMSO, % at 10 µM; hit rate 0.19% among 360,000; AID 602162;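 active = fluorescence ratio to DMSO below 75%, the collection mean minus 3 SD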;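 note: signal is porphyrin accumulated inside mitochondria; 100% equals median channel fluorescence of DMSO control wells; lower ratio means ABCB6 inhibition with less porphyrin fluorescence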
Vif inh = inhibitors of HIV Vif. HEK293T cells, Vif self-association by quenched fluorescence, imaging, 24 h. AID 602346. hit rate 0.35% among 340,000. inhibition, % at 7.49 µM; in the data active = inhibition above about 50%, passing the limit was not always enough; note: some results filed as inactive read as strong as hits
HTR2A ag = activates the mouse 5-HT2A serotonin receptor; CHO-K1 mHTR2A beta-arrestin complementation, luminescence; percent of 30 µM serotonin response; activation, % at 7.6 µM; hit rate 0.66% among 360,000; AID 624169;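 active = activation above a run cutoff, the mean activation of all tested compounds plus 3 SD, cut at about 14% in these data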;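 note: 0% = plate median of compound wells and 100% = 30 µM serotonin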
Target sequence (P35363 whole entry, looked up): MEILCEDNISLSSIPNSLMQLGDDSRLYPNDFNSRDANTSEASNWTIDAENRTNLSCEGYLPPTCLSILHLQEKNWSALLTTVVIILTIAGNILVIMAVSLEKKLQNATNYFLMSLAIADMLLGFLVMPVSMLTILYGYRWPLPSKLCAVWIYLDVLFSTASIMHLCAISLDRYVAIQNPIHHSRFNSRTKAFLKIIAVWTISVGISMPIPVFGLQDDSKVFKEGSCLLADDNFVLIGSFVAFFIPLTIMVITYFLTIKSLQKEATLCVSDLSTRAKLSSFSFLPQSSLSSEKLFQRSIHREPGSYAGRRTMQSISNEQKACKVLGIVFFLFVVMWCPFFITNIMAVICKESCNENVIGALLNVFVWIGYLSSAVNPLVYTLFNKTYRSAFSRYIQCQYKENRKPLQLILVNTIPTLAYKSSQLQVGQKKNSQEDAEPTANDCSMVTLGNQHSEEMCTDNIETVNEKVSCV
CaV13 FRET inh = Primary screen for inhibitors of IQ motif and Ca2+-dependent inactivation inhibitor domain binding in CACNA1D, Förster resonance energy transfer in living cells, … | inhibition, % at 12.3 µM | hit rate 0.098% among 340,000 | HEK cells, CFP/YFP FRET ICDI-IQ, plate reader, 10 min; percent FRET-ratio fall versus neutral wells | AID 743397;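 active = mean replicate inhibition of at least 30% and at least 1% of replicates passing that level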;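 note: 0% = median of the neutral control wells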
aDG glyco act = increases alpha dystroglycan glycosylation; hit rate 0.22% among 360,000; AID 624168; activation, % at 10 µM; Pro5-aDG cells, alpha-DG glycosylation AlphaScreen (IIH6); 0% Pro5, 100% B10-LARGE cell signal;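 active = activation of at least 8% versus controls, or a plate z-score of at least 8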;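 note: Pro5 are CHO cells carrying HIG-tagged alpha-DG that lacks glycosylation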
H9c2 protect = protects H9c2 cardiomyocytes from peroxide injury. H2O2 injury protection, ATPLite, 2 h. protection from H2O2 cell death, % at 20 µM. hit rate 0.63% among 360,000;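 active = compounds giving at least 50% protection of heart cells from peroxide-induced death in the single-dose screen, raw or plate-pattern-corrected value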;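 note: 0% = DMSO wells with peroxide and 100% = DMSO wells without peroxide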
* marks the source's active call; other numbers are inactive results.

A first look, 4 compounds:
For CC(NC(=O)c1ccc(Cl)cc1)c1nnc(SCc2ccc([N+](=O)[O-])cc2)n1C (configuration not stated) the results were Glyco luc inh 2, MC4R barr agon -3.6, PDI turbidity -1, MC4R antagonist -6, ABCB6 inh 2 98, Vif inh -1, HTR2A ag 5, CaV13 FRET inh -5, aDG glyco act 0.1 and H9c2 protect -2.
Screening CS(=O)(=O)c1ccc2nc(NC(=O)c3cccc([N+](=O)[O-])c3)sc2c1 returned Glyco luc inh -4, MC4R barr agon -2.3, PDI turbidity 2, MC4R antagonist -1, ABCB6 inh 2 100, Vif inh -4, HTR2A ag 6, CaV13 FRET inh -3, aDG glyco act -0.1 and H9c2 protect -16.
For COc1cc2c(cc1OC)C(CC#N)=NC(C)(C)C2 the results were Glyco luc inh -1, MC4R barr agon 0.6, PDI turbidity 3, MC4R antagonist -8, ABCB6 inh 2 110, Vif inh -3, HTR2A ag 4, aDG glyco act 1.0 and H9c2 protect 12.
COc1ccc2ccc(Oc3ncccn3)cc2c1 was read as Glyco luc inh 0, MC4R barr agon -1.3, PDI turbidity -3, MC4R antagonist -2, ABCB6 inh 2 88, HTR2A ag -2, CaV13 FRET inh -6, aDG glyco act 0.3 and H9c2 protect 1.

This part in full, repeating the preview:
For CC(NC(=O)c1ccc(Cl)cc1)c1nnc(SCc2ccc([N+](=O)[O-])cc2)n1C (configuration not stated) the results were Glyco luc inh 2, MC4R barr agon -3.6, PDI turbidity -1, MC4R antagonist -6, ABCB6 inh 2 98, Vif inh -1, HTR2A ag 5, CaV13 FRET inh -5, aDG glyco act 0.1 and H9c2 protect -2.
Screening CS(=O)(=O)c1ccc2nc(NC(=O)c3cccc([N+](=O)[O-])c3)sc2c1 returned Glyco luc inh -4, MC4R barr agon -2.3, PDI turbidity 2, MC4R antagonist -1, ABCB6 inh 2 100, Vif inh -4, HTR2A ag 6, CaV13 FRET inh -3, aDG glyco act -0.1 and H9c2 protect -16.
For COc1cc2c(cc1OC)C(CC#N)=NC(C)(C)C2 the results were Glyco luc inh -1, MC4R barr agon 0.6, PDI turbidity 3, MC4R antagonist -8, ABCB6 inh 2 110, Vif inh -3, HTR2A ag 4, aDG glyco act 1.0 and H9c2 protect 12.
COc1ccc2ccc(Oc3ncccn3)cc2c1 was read as Glyco luc inh 0, MC4R barr agon -1.3, PDI turbidity -3, MC4R antagonist -2, ABCB6 inh 2 88, HTR2A ag -2, CaV13 FRET inh -6, aDG glyco act 0.3 and H9c2 protect 1.
For CC(C)CNS(=O)(=O)c1cc(C(=O)O)c(Cl)cc1Cl the results were Glyco luc inh 1, MC4R barr agon -0.6, PDI turbidity -1, MC4R antagonist 13, ABCB6 inh 2 95, Vif inh 0, HTR2A ag 3, CaV13 FRET inh -1, aDG glyco act -0.1 and H9c2 protect -4.
For C=C(C)Cn1c(N2CCN(CC)CC2)nc2c1c(=O)[nH]c(=O)n2C the results were Glyco luc inh 0, MC4R barr agon -0.2, MC4R antagonist 5, ABCB6 inh 2 93, Vif inh 3, HTR2A ag 5, CaV13 FRET inh -3, aDG glyco act 4.5 and H9c2 protect -9.
CCn1c(COc2ccc(C)cc2)nnc1SCC(=O)Nc1cc(OC)ccc1OC was read as Glyco luc inh -2, MC4R barr agon -0.1, PDI turbidity 2, MC4R antagonist 10, ABCB6 inh 2 90, Vif inh -7, HTR2A ag 0, CaV13 FRET inh -10, aDG glyco act -0.1 and H9c2 protect -1.
Screening Cc1ccc(N(CC(=O)NC2CCCCC2)S(=O)(=O)c2c(C)nn(C)c2C)cc1 returned Glyco luc inh 0, MC4R barr agon -0.6, PDI turbidity 5, MC4R antagonist -2, ABCB6 inh 2 101, Vif inh -5, HTR2A ag 0, CaV13 FRET inh -4, aDG glyco act 0.0 and H9c2 protect -1.
Screening O=C(C/C=N/OCc1c(Cl)cccc1Cl)c1ccccc1 returned Glyco luc inh -1, MC4R barr agon -2.7, PDI turbidity 5, MC4R antagonist 5, ABCB6 inh 2 94, Vif inh -17, HTR2A ag 0, CaV13 FRET inh -4, aDG glyco act -0.2 and H9c2 protect -1.
CC(=O)NCC(=O)N1CCCC(C(=O)c2ccc(-c3ccccc3)c(F)c2)C1 (configuration not stated) was read as Glyco luc inh 2, MC4R barr agon -2.3, PDI turbidity -1, MC4R antagonist -6, ABCB6 inh 2 100, Vif inh -6, HTR2A ag 2, CaV13 FRET inh -7, aDG glyco act -0.1 and H9c2 protect 2.
`CCCc1nc2c3ccccc3ccn2c1Cc1ccc(OC)cc1C` gave Glyco luc inh -2, ABCB6 inh 2 157, HTR2A ag 5, CaV13 FRET inh -6, aDG glyco act 3.1 and H9c2 protect 0.
Screening Cc1ccc2nc(SCC(=O)Nc3c(F)cccc3F)[nH]c2c1 returned Glyco luc inh -3, MC4R barr agon 0.7, PDI turbidity -1, MC4R antagonist -5, ABCB6 inh 2 95, Vif inh 6, HTR2A ag 2, CaV13 FRET inh -1, aDG glyco act 0.0 and H9c2 protect -1.
Screening CCOc1ccc(S(=O)(=O)NCCC(=O)N2CCCN(C)CC2)cc1 returned Glyco luc inh -1, MC4R barr agon -1.5, PDI turbidity 8, MC4R antagonist -3, ABCB6 inh 2 99, Vif inh 2, HTR2A ag 7, CaV13 FRET inh -6, aDG glyco act -0.1 and H9c2 protect 3.
For Cc1ccc(-c2cc(-c3ccc(F)cc3)nc(N)c2C#N)o1 the results were Glyco luc inh 1, MC4R barr agon -1.5, PDI turbidity 3, MC4R antagonist 21, ABCB6 inh 2 105, Vif inh 0, HTR2A ag 2, CaV13 FRET inh -3, aDG glyco act 0.1 and H9c2 protect -12.
`Cn1nc(CC(=O)Nc2ncc(Br)s2)c2ccccc2c1=O` gave Glyco luc inh -1, MC4R barr agon -0.6, PDI turbidity -8, MC4R antagonist 0, ABCB6 inh 2 90, Vif inh -11, HTR2A ag 1, CaV13 FRET inh -2, aDG glyco act 4.8 and H9c2 protect -27.
For CC(C)n1c(=O)n(CC(=O)NCC2CCCO2)c(=O)c2c3c(sc21)COC(C)(C)C3 (configuration not stated) the results were Glyco luc inh 2, MC4R barr agon 1.2, PDI turbidity -16, MC4R antagonist 2, ABCB6 inh 2 95, Vif inh -4, HTR2A ag 10, CaV13 FRET inh 0, aDG glyco act 0.0 and H9c2 protect 0.
For CCN(c1ccccc1)S(=O)(=O)c1ccc(C(=O)NCC(=O)Nc2ccc(F)c(F)c2F)cc1 the results were Glyco luc inh 3, MC4R barr agon -2.4, PDI turbidity 0, MC4R antagonist 6, ABCB6 inh 2 99, Vif inh 3, HTR2A ag -3, CaV13 FRET inh -5, aDG glyco act -0.1 and H9c2 protect -4.
Screening Nc1nnnn1/N=C/c1ccc(Cl)cc1 returned Glyco luc inh 3, MC4R barr agon -1.5, PDI turbidity -2, MC4R antagonist -2, ABCB6 inh 2 102, Vif inh -4, HTR2A ag 0, CaV13 FRET inh -2, aDG glyco act -0.1 and H9c2 protect 4.
CC(C)C(Cl)=NOC(=O)Nc1ccc(S(N)(=O)=O)cc1 was read as Glyco luc inh 0, MC4R barr agon -0.5, PDI turbidity 0, MC4R antagonist 14, ABCB6 inh 2 99, Vif inh -3, HTR2A ag -3, CaV13 FRET inh -11, aDG glyco act -0.2 and H9c2 protect -21.
Screening O=C(c1ccccn1)c1ccc2ccccc2n1 returned Glyco luc inh -2, MC4R barr agon 1.2, PDI turbidity 5, MC4R antagonist 3, ABCB6 inh 2 100, Vif inh 0, HTR2A ag 2, CaV13 FRET inh -4, aDG glyco act 0.1 and H9c2 protect 0.
`COc1ccc(C(O)c2nc(/C=C/c3ccc(C(F)(F)F)cc3)cs2)cc1` (configuration not stated) gave Glyco luc inh 0, MC4R barr agon 1.1, PDI turbidity 0, MC4R antagonist 1, ABCB6 inh 2 92, Vif inh 3, HTR2A ag -1, CaV13 FRET inh -5, aDG glyco act -0.1 and H9c2 protect -7.
`CCOC(=O)c1ccc(S(=O)(=O)N2CCC(C(=O)NCC3CCCCC3)CC2)cc1` gave Glyco luc inh -4, MC4R barr agon -2.9, PDI turbidity -10, MC4R antagonist 1, ABCB6 inh 2 94, Vif inh 3, HTR2A ag -1, CaV13 FRET inh -3, aDG glyco act 0.2 and H9c2 protect -4.
For CCCCN1C(=O)/C(=c2\sc3nc(=O)c(-c4ccccc4)nn3c2=O)c2ccccc21 the results were Glyco luc inh 2, MC4R barr agon -1.2, PDI turbidity -3, MC4R antagonist 3, ABCB6 inh 2 105, Vif inh -23, HTR2A ag -2, aDG glyco act 0.0 and H9c2 protect 7.
Screening CC(C)(C)C(=O)NC(=S)NCc1ccccc1 returned Glyco luc inh 1, MC4R barr agon -1.5, PDI turbidity -20, MC4R antagonist -8, ABCB6 inh 2 95, Vif inh -1, HTR2A ag 7, CaV13 FRET inh -4, aDG glyco act -0.2 and H9c2 protect -5.
For CC(C)(C)c1ccc(OCC(=O)NNC(=O)CCc2ccccc2)cc1 the results were Glyco luc inh 0, MC4R barr agon -3.6, PDI turbidity 2, MC4R antagonist -3, ABCB6 inh 2 103, HTR2A ag -4, CaV13 FRET inh -5, aDG glyco act 0.1 and H9c2 protect 0.
Screening CCC1(CCC(C)C)SC(N)=NC1=O (configuration not stated) returned Glyco luc inh 1, MC4R barr agon -1.5, PDI turbidity 6, MC4R antagonist 6, ABCB6 inh 2 103, Vif inh -12, HTR2A ag 0, CaV13 FRET inh -6, aDG glyco act -0.3 and H9c2 protect -2.
CCOC(=O)CSc1nc(C)c(C(=O)OCC)s1 was read as Glyco luc inh 3, MC4R barr agon 0.2, PDI turbidity -2, MC4R antagonist 4, ABCB6 inh 2 93, Vif inh 9, HTR2A ag 1, aDG glyco act -0.2 and H9c2 protect 4.
NC(=O)c1noc(C(=O)N(CC(=O)NC2CCCC2)Cc2ccc3c(c2)OCO3)c1N was read as Glyco luc inh -1, MC4R barr agon -1.5, PDI turbidity 1, MC4R antagonist 8, ABCB6 inh 2 101, Vif inh -9, HTR2A ag -1, CaV13 FRET inh -6, aDG glyco act -0.1 and H9c2 protect 10.
`Cc1cc(=O)[nH]c(=S)[nH]1` gave Glyco luc inh 0, MC4R barr agon 1.1, PDI turbidity -2, MC4R antagonist 11, ABCB6 inh 2 106, Vif inh -2, HTR2A ag 11, CaV13 FRET inh -5, aDG glyco act -0.1 and H9c2 protect 4.
`CCOC(=O)Cn1nc(-c2ccc(Cl)cc2)cc1N` gave Glyco luc inh 1, MC4R barr agon -1.5, PDI turbidity -4, MC4R antagonist 8, ABCB6 inh 2 102, Vif inh -21, HTR2A ag 0, CaV13 FRET inh -5, aDG glyco act -0.1 and H9c2 protect 2.
